Mtb BioA inh = blocks M. tuberculosis BioA enzyme activity; purified M. tuberculosis BioA enzyme, plate reader; inhibition, % at 9.99 µM; hit rate 0.096% among 360,000; in the data active = inhibition above about 40%
* hit, by the source's call. These rows are one share of the data (hit frequency here may not be typical).

SMILES	Mtb BioA inh
C[C@H]1CN([C@@H](C)CO)C(=O)Cc2cc(NC(=O)Nc3ccc(C(F)(F)F)cc3)ccc2O[C@H]1CN(C)Cc1ccncc1	3.5
O=C(C[C@H]1CC[C@H](NC(=O)C2CC2)[C@@H](CO)O1)NCc1ccncc1	-1.0
C[C@H](CO)N1C[C@H](C)[C@@H](CN(C)C(=O)NC2CCCC2)Oc2ncc(-c3ccncc3)cc2C1=O	0.4
C[C@H]1CN([C@@H](C)CO)C(=O)c2cccc(NS(=O)(=O)c3ccc(Cl)cc3)c2O[C@@H]1CN(C)C(=O)NC1CCCCC1	-1.2
C[C@H](CO)N1C[C@H](C)[C@H](CN(C)S(C)(=O)=O)Oc2ccc(NS(=O)(=O)c3cn(C)cn3)cc2C1=O	-0.9
C[C@H]1CN([C@@H](C)CO)C(=O)c2cccc(NC(=O)c3ccncc3)c2O[C@H]1CN(C)Cc1ccc(Cl)c(Cl)c1	-1.9
O=C(N[C@@H]1CC[C@@H](CCNC(=O)C2CCC2)O[C@H]1CO)c1ccccn1	-0.6
O=S(=O)(NC[C@H]1N[C@H](CO)[C@H]1c1ccccc1)c1ccccc1	-1.4
CO[C@@H]1CN(C)C(=O)c2cc(NC(=O)Cc3ccccc3)ccc2OC[C@H](C)N(CC2CC2)C[C@@H]1C	0.2
O=C(C[C@H]1CC[C@@H]2[C@H](COC[C@H](O)CN2CC2CCOCC2)O1)N1CCOCC1	-0.8
Cc1noc(C)c1NC(=O)Nc1ccc2c(c1)C(=O)N([C@H](C)CO)C[C@H](C)[C@@H](CN(C)Cc1ccc3c(c1)OCO3)OCCCC[C@@H](C)O2	3.6
CO[C@@H]1CN(C)C(=O)c2cc(NC(=O)NC3CCCCC3)ccc2OC[C@H](C)NC[C@@H]1C	-0.5
Cc1ccc(S(=O)(=O)Nc2ccc3c(c2)CC(=O)N([C@H](C)CO)C[C@H](C)[C@H](CN(C)C(=O)NC2CCCCC2)O3)cc1	-1.0
C[C@H]1CN([C@@H](C)CO)C(=O)c2cc(C#Cc3ccccc3F)cnc2O[C@@H]1CN(C)C(=O)Cc1ccncc1	1.8
CO[C@@H]1CN(C)C(=O)c2cc(NS(=O)(=O)c3ccc(C)cc3)ccc2OC[C@H](C)N(C)C[C@H]1C	-1.8
CO[C@@H]1CN(C)C(=O)c2cc(NS(=O)(=O)CC(F)(F)F)ccc2OC[C@H](C)N(Cc2nccs2)C[C@@H]1C	-3.4
C[C@H]1CN([C@@H](C)CO)C(=O)c2cccc(NS(C)(=O)=O)c2O[C@H]1CN(C)C(=O)Nc1cccc2ccccc12	-3.3
CO[C@H]1CN(C)C(=O)c2cc(NS(=O)(=O)c3ccccc3C)ccc2OC[C@@H](C)N(C)C[C@@H]1C	-0.9
Cc1noc(C)c1NC(=O)Nc1ccc2c(c1)C(=O)N([C@@H](C)CO)C[C@H](C)[C@H](CN(C)C(=O)C1CCCCC1)OCCCC[C@@H](C)O2	1.8
CC(C)NC(=O)N(C)C[C@H]1Oc2ccc(NC(=O)Nc3ccccc3)cc2CC(=O)N([C@H](C)CO)C[C@H]1C	-2.3
C[C@@H](NC(=O)C[C@H]1CC[C@@H](NC(=O)c2cccnc2)[C@@H](CO)O1)c1ccccc1	0.0
Cc1noc(C)c1NC(=O)Nc1ccc2c(c1)C(=O)N([C@H](C)CO)C[C@H](C)[C@H](CN(C)S(=O)(=O)c1cccs1)OCCCC[C@@H](C)O2	-1.1
CCC(=O)N(C)C[C@H]1Oc2ncc(-c3ccc(C)cc3)cc2C(=O)N([C@@H](C)CO)C[C@@H]1C	-2.6
O=C(NCC1CC1)[C@@H]1[C@@H](CO)[C@@H]2Cn3c(ccc(-c4ccncc4)c3=O)[C@H]1N2CC1CC1	-0.8
C[C@H]1CCCCO[C@@H](CN(C)C(=O)c2ccncc2)[C@@H](C)CN([C@@H](C)CO)C(=O)c2cc(NC(=O)c3ccncc3)ccc2O1	-1.1
COc1ccc(S(=O)(=O)Nc2ccc3c(c2)C(=O)N([C@H](C)CO)C[C@H](C)[C@H](CN(C)S(=O)(=O)c2c(C)noc2C)OCCCC[C@@H](C)O3)cc1	0.6
O=C(NCC1CC1)[C@@H]1[C@@H](CO)[C@@H]2Cn3c(ccc(-c4cccnc4)c3=O)[C@@H]2N1Cc1cocn1	4.4
COCC(=O)N1[C@H](CO)[C@H](c2ccc(C#CCC3CCCC3)cc2)[C@@H]1C#N	1.3
C[C@H](CO)N1C[C@H](C)[C@H](CN(C)C)OCCCC[C@H](C)Oc2ccc(NS(=O)(=O)c3cn(C)cn3)cc2C1=O	-1.9
CCCN(C)C[C@H]1Oc2ncc(C#CC3(O)CCCC3)cc2C(=O)N([C@@H](C)CO)C[C@H]1C	0.5
CC(C)NC(=O)N(C)C[C@H]1Oc2c(NC(=O)c3cnccn3)cccc2C(=O)N([C@H](C)CO)C[C@@H]1C	2.5
OC[C@H]1[C@@H](c2ccc(-c3ccccc3)cc2)[C@H]2CN(Cc3cncnc3)CCCCN21	-10
C[C@@H]1CN([C@@H](C)CO)C(=O)c2cc(-c3cncnc3)cnc2O[C@@H]1CN(C)C(=O)Cc1ccccn1	0.4
C/C=C/c1ccc([C@H]2[C@H](CO)N(C(=O)CC)[C@H]2CNC(=O)CC2CC2)cc1	2.2
COc1ccc(CN2C[C@@H](C)[C@H](OC)CN(C)C(=O)c3cc(NC(=O)c4nc5ccccc5s4)ccc3OC[C@H]2C)cc1	-0.1
COc1ccc(S(=O)(=O)Nc2ccc3c(c2)C(=O)N([C@@H](C)CO)C[C@H](C)[C@H](CN(C)S(=O)(=O)c2cccs2)OCCCC[C@H](C)O3)cc1	4.1
CO[C@@H](CN(C)Cc1cc(F)ccc1F)[C@H](C)CN([C@@H](C)CO)S(=O)(=O)c1ccc(Cl)cc1	3.2
C[C@@H]1CCCCO[C@H](CN(C)C(=O)CCC(F)(F)F)[C@@H](C)CN([C@H](C)CO)C(=O)c2cc(NS(=O)(=O)c3cn(C)cn3)ccc2O1	-1.5
CCC(=O)N[C@H]1C=C[C@@H](CC(=O)NCc2cc(F)cc(F)c2)O[C@@H]1CO	-1.4
O=C(Cc1ccccc1)N1C[C@@H]2[C@H](c3ccccc31)[C@H](CO)N2C(=O)C1CCCC1	1.3
CCCC#Cc1ccc([C@@H]2[C@H](C#N)N(C(=O)C3CCCC3)[C@H]2CO)cc1	-3.1
COCCNC(=O)C[C@@H]1C[C@H]2c3cc(NC(=O)Cc4ccncc4)ccc3O[C@H]2[C@@H](CO)O1	-1.6
COC(=O)[C@@H]1[C@@H](CO)[C@@H]2Cn3c(ccc(C4=CCCCC4)c3=O)[C@@H]2N1Cc1ccc2c(c1)OCO2	0.5
C[C@H]1CCCCO[C@H](CN(C)C(=O)CCC(F)(F)F)[C@@H](C)CN([C@@H](C)CO)C(=O)c2cc(NS(=O)(=O)c3ccc(Cl)cc3)ccc2O1	3.3
CC(C)CC#Cc1cnc2c(c1)C(=O)N([C@H](C)CO)C[C@H](C)[C@H](CN(C)C(=O)Cc1ccccc1)O2	1.4
O=C(C[C@@H]1CC[C@H](NC(=O)c2ccc(F)cc2)[C@H](CO)O1)NCc1ccncn1	-1.0
C[C@@H]1CCCCO[C@H](CN(C)S(=O)(=O)c2cccs2)[C@H](C)CN([C@@H](C)CO)C(=O)c2cc(NC(=O)c3ccncc3)ccc2O1	1.0
CO[C@H]1CN(C)C(=O)c2cc(NC(C)=O)ccc2OC[C@@H](C)N(C(=O)C2CCOCC2)C[C@@H]1C	-0.5
O=C(C[C@@H]1CC[C@H]2[C@@H](COC[C@@H](O)CN2Cc2cc(F)ccc2F)O1)NCc1ccc(Oc2ccccc2)cc1	2.8
CO[C@H]1CN(C)C(=O)c2ccc(NC(C)=O)cc2OC[C@@H](C)N(C(=O)Cc2ccccn2)C[C@@H]1C	10
Cc1cc(C(=O)Nc2cccc3c2O[C@H](CN(C)C(=O)NC(C)C)[C@@H](C)CN([C@H](C)CO)C3=O)n(C)n1	13
C[C@@H]1CN([C@@H](C)CO)C(=O)c2cc(NS(=O)(=O)c3ccc(F)cc3)ccc2O[C@@H]1CN(C)S(=O)(=O)c1ccc(F)cc1	-2.0
CO[C@@H]1CN(C)C(=O)c2cc(C#N)ccc2OC[C@H]2O[C@@H](CC[C@H]2OC)CCN(C)C(=O)[C@H]1C	0.0
C[C@H]1CN([C@@H](C)CO)S(=O)(=O)c2ccc(-c3ccncc3)cc2O[C@H]1CN(C)Cc1ccc(Oc2ccccc2)cc1	-0.9
O=C(C[C@H]1C[C@H]2c3cc(NC(=O)CC4CC4)ccc3O[C@H]2[C@@H](CO)O1)NCc1ccccc1F	-1.8
C[C@@H]1CN([C@@H](C)CO)C(=O)c2cccc(NC(=O)c3nc4ccccc4s3)c2O[C@H]1CN(C)S(=O)(=O)c1cccs1	-1.8
O=C(c1ccccc1F)N1C[C@@H]2[C@H](c3ccccc31)[C@H](CO)N2C(=O)Nc1ccccc1	0.3
CC(C)NC(=O)N(C)C[C@@H]1Oc2cc(C#CCN(C)C)ccc2S(=O)(=O)N([C@@H](C)CO)C[C@H]1C	-1.9
C[C@H]1CCCCO[C@H](CN(C)C(=O)Nc2ccccc2)[C@@H](C)CN([C@@H](C)CO)C(=O)c2cc(NC(=O)c3ccccc3)ccc2O1	-1.3
COc1ccc(CN(C)C[C@@H]2OCCCC[C@H](C)Oc3ccc(NC(=O)C4CCCCC4)cc3C(=O)N([C@H](C)CO)C[C@H]2C)cc1	0.3

Next part:
SMILES	Mtb BioA inh
CC=Cc1ccc2n(c1=O)C[C@@H]1[C@@H](CO)[C@H](C(=O)N(C)C)N(CC3CC3)[C@H]21 (mixture of isomers)	0.4
CCCc1cn(CC[C@@H]2CC[C@H](NC(=O)C3CCC3)[C@@H](CO)O2)nn1	3.6
C[C@@H]1CN([C@H](C)CO)C(=O)c2cc(NC(=O)Nc3ccc(F)cc3)ccc2O[C@@H](C)CCCCO[C@H]1CN(C)Cc1ccncc1	-0.6
COc1ccc(S(=O)(=O)Nc2cccc3c2O[C@@H](CN(C)S(=O)(=O)c2ccc(Cl)cc2)[C@@H](C)CN([C@H](C)CO)C3=O)cc1	0.6
COc1cccc(CNC(=O)C[C@H]2CC[C@H]3[C@H](COc4ccc(NC(=O)c5cccs5)cc4C(=O)N3C)O2)c1	2.4
C[C@@H]1CN([C@@H](C)CO)C(=O)c2cc(NC(=O)NC3CCCCC3)ccc2O[C@H]1CN(C)S(=O)(=O)c1cn(C)cn1	-0.8
C/C=C/c1ccc2c(c1)O[C@@H](CN(C)C(=O)c1ccccc1)[C@@H](C)CN([C@@H](C)CO)S2(=O)=O	6.3
O=C([C@@H]1[C@@H](CO)[C@@H]2Cn3c(cccc3=O)[C@H]1N2)N1CCc2ccccc2C1	-1.2
C[C@@H]1CN([C@@H](C)CO)C(=O)c2cccc(NC(=O)Nc3ccc(F)cc3)c2O[C@H]1CN(C)Cc1ccc2c(c1)OCO2	0.8
COc1ccc(-c2ccc3c(c2)[C@@H]2[C@@H](CCN2S(=O)(=O)c2ccccc2F)[C@H](CO)N3C)cc1	1.6
Cc1cc(C(=O)Nc2cccc3c2O[C@H](CN(C)C)[C@@H](C)CN([C@@H](C)CO)C3=O)n(C)n1	2.9
CO[C@@H]1CN(C)C(=O)c2ccc(NC(=O)Nc3ccccc3F)cc2OC[C@H](C)N(C(C)=O)C[C@H]1C	0.2
C[C@@H]1CCCCO[C@H](CN(C)C(=O)CCCN(C)C)[C@H](C)CN([C@@H](C)CO)C(=O)c2cc(NS(=O)(=O)c3ccccc3)ccc2O1	0.2
C[C@@H]1CCCCO[C@H](CN(C)S(=O)(=O)c2ccc(Cl)cc2)[C@@H](C)CN([C@H](C)CO)C(=O)c2cc(NS(=O)(=O)c3ccccc3)ccc2O1	-9.6
COCC#Cc1cnc2c(c1)C(=O)N([C@@H](C)CO)C[C@H](C)[C@H](CN(C)C(=O)CN1CCOCC1)O2	-2.5
CCC(=O)Nc1ccc2c(c1)C(=O)N(C)C[C@@H](OC)[C@H](C)CN(Cc1ccccc1C(=O)O)[C@@H](C)CO2	-1.0
Cc1ccc(S(=O)(=O)N(C)C[C@@H]2Oc3ncc(-c4cc5ccccc5o4)cc3C(=O)N([C@H](C)CO)C[C@@H]2C)cc1	-0.7
C[C@@H]1CN([C@@H](C)CO)S(=O)(=O)c2ccc(-c3ccccc3)cc2O[C@H]1CN(C)Cc1ccccc1C(=O)O	0.9
CC(C)NC(=O)Nc1ccc2c(c1)C(=O)N([C@H](C)CO)C[C@@H](C)[C@@H](CN(C)C(=O)Cc1ccccc1)OCCCC[C@H](C)O2	-1.3
Cc1ccc(S(=O)(=O)NCC[C@H]2CC[C@H](NC(=O)c3ccccn3)[C@H](CO)O2)cc1	-1.2

Of the compounds above, these have two or more sulfur atoms.
SMILES	Mtb BioA inh
C[C@H](CO)N1C[C@H](C)[C@H](CN(C)S(C)(=O)=O)Oc2ccc(NS(=O)(=O)c3cn(C)cn3)cc2C1=O	-0.9
CO[C@@H]1CN(C)C(=O)c2cc(NS(=O)(=O)CC(F)(F)F)ccc2OC[C@H](C)N(Cc2nccs2)C[C@@H]1C	-3.4
Cc1noc(C)c1NC(=O)Nc1ccc2c(c1)C(=O)N([C@H](C)CO)C[C@H](C)[C@H](CN(C)S(=O)(=O)c1cccs1)OCCCC[C@@H](C)O2	-1.1
COc1ccc(S(=O)(=O)Nc2ccc3c(c2)C(=O)N([C@H](C)CO)C[C@H](C)[C@H](CN(C)S(=O)(=O)c2c(C)noc2C)OCCCC[C@@H](C)O3)cc1	0.6
COc1ccc(S(=O)(=O)Nc2ccc3c(c2)C(=O)N([C@@H](C)CO)C[C@H](C)[C@H](CN(C)S(=O)(=O)c2cccs2)OCCCC[C@H](C)O3)cc1	4.1
C[C@@H]1CCCCO[C@H](CN(C)S(=O)(=O)c2cccs2)[C@H](C)CN([C@@H](C)CO)C(=O)c2cc(NC(=O)c3ccncc3)ccc2O1	1.0
C[C@@H]1CN([C@@H](C)CO)C(=O)c2cc(NS(=O)(=O)c3ccc(F)cc3)ccc2O[C@@H]1CN(C)S(=O)(=O)c1ccc(F)cc1	-2.0
C[C@@H]1CN([C@@H](C)CO)C(=O)c2cccc(NC(=O)c3nc4ccccc4s3)c2O[C@H]1CN(C)S(=O)(=O)c1cccs1	-1.8
COc1ccc(S(=O)(=O)Nc2cccc3c2O[C@@H](CN(C)S(=O)(=O)c2ccc(Cl)cc2)[C@@H](C)CN([C@H](C)CO)C3=O)cc1	0.6
C[C@@H]1CCCCO[C@H](CN(C)S(=O)(=O)c2ccc(Cl)cc2)[C@@H](C)CN([C@H](C)CO)C(=O)c2cc(NS(=O)(=O)c3ccccc3)ccc2O1	-9.6
